# Assay outcomes deposited in PubChem BioAssay by National Center for Advancing Translational Sciences (NCATS).
# GAA inhib – qHTS Assay for Inhibitors of Human alpha-Glucosidase as a Potential Chaperone Treatment of Pompe Disease | Lysosomal alpha-glucosidase (Homo sapiens), P10253 | Potency, µM (series often up to 76.9 µM), without a hit: at the top dose activity change, negative = inhibition, usual class: inhibitors | purified human GAA, 4-MU-alpha-glucoside fluorescence | 0.005% of 200,000 active;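 note: plate controls were uninhibited enzyme wells for no effect and no-enzyme background for full effect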
#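 Enzyme (4 nM final) mixed with compound (up to 77 uM), then 4-MU-alpha-D-pyranoside (400 uM final) added; 20 min at room temperature, pH 5.0. Reaction stopped at pH 10, fluorescence read, AC50 derived by Hill fit.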
# aGal spleen mod – qHTS Assay for Inhibitors and Activators of Human alpha-Galactosidase From Spleen Homogenate. Alpha-galactosidase A (Homo sapiens), P06280. human spleen homogenate, 4MU-alpha-Gal fluorescence, 40 min. Potency, µM (series often up to 80 µM), without a hit: at the highest dose activity change, negative = inhibition, most hits filed as inhibitors. 0.008% of 240,000 active. AID 2107, 2009;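 note: 0% = enzyme with vehicle and -100% = no enzyme basal signal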
# Target sequence (P06280 32-429 limits assumed): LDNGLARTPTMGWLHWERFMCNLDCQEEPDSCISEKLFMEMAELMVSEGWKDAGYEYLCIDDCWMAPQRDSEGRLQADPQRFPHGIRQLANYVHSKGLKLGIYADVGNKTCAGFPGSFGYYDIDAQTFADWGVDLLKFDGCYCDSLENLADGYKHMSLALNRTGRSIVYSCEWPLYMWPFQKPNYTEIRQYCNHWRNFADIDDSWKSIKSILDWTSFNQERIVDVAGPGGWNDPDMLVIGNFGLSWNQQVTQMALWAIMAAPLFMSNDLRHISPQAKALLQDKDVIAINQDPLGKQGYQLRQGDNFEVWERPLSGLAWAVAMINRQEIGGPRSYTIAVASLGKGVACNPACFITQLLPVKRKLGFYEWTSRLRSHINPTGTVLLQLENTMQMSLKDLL
#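 Inhibition or activation of alpha-galactosidase in human spleen homogenate is scored by 4-MU fluorescence after 40 min at 37C, pH 5.0, with 1 mM substrate. AC50s come from concentration-response fitted to the Hill equation.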
# ALDH1A1 inh – qHTS Assay for Inhibitors of Aldehyde Dehydrogenase 1 (ALDH1A1); Aldehyde dehydrogenase 1A1 (Homo sapiens), P00352; Purified ALDH1A1, NADH fluorescence, propionaldehyde substrate; Potency, µM (titrated, usually from 75.3 µM), for the others: at the highest dose activity, negative = inhibition, usual class: inhibitors; 7.3% of 220,000 active; active = well fitted inhibition curve with a large enough effect, not every such curve was filed as active; inconclusive = small, poorly fitted or top-dose-only effect, or another doubt; inactive = no such curve, though single readings can be large or run the other way;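 note: plate controls were no enzyme wells and a reference inhibitor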
# Target sequence (P00352 whole entry, looked up): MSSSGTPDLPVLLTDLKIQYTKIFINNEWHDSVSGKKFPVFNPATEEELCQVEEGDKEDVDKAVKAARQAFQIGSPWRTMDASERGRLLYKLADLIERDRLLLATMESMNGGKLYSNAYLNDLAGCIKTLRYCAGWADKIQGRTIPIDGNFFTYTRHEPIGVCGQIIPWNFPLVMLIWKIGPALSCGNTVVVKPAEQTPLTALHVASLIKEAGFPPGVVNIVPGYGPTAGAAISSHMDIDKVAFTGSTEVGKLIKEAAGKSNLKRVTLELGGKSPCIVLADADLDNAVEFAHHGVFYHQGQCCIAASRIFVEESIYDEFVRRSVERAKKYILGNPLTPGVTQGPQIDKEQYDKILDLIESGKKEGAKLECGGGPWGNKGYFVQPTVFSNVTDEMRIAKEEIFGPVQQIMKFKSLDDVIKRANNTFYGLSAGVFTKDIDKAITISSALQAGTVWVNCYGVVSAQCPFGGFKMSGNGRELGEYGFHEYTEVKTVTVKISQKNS
# NPSR antag – qHTS Assay for Antagonists of the Neuropeptide S Receptor: cAMP Signal Transduction; Potency, µM (titrated, usually from 38.3 µM), without a hit: top-dose activity change, negative = inhibition, most hits filed as inhibitors; 1% of 220,000 active; Q6W5P4; CHO-NPSR cells, cAMP TR-FRET, antagonist mode; note: % is set by controls: 0 for no effect and ±100 for the full control effect; nearly all actives have a fitted effect of over 50% in size; many of its hits are not listed in these tables
# Tau fluor counter – Counterscreen qHTS for Inhibitors of Tau Fibril Formation, Fluorescence Polarization; AID 1463, 2008; Potency, µM (series often up to 57.7 µM), inactives show at the highest dose activity change, negative = decrease; 0.93% of 280,000 active; tau K18 P301L (four-repeat tau fragment) Alexa594 fluorescence, heparin fibrillization; note: % is set by controls: 0 for no effect and ±100 for the full control effect; nearly all actives have a fitted effect of over 55% in size
#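 Human K18 P301L tau (15 uM unlabeled plus 0.24 uM Alexa 594-labeled, final) in 100 mM sodium acetate pH 7 was mixed with compound and 20 uM heparin and incubated 6 hr at 37 C.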
# Epigenetic reg – Quantitative High-Throughput Screen for Regulators of Epigenetic Control; murine LDR cells, GFP reporter derepression, 30 h; Potency, µM (top dose mostly 53.9 µM), for inactives: top-dose GFP activation, actives largely listed as activators; 0.2% of 280,000 active; note: % of control where 0% means no effect; nearly all actives have a fitted effect of over 60% in size
#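 Murine LDR cells carrying a silenced, genomically integrated CMV-driven GFP reporter were exposed to compound for 30 hours at 37 C. After PBS washes, GFP-positive cells (20–120 um objects) were counted by laser-scanning microplate cytometry.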
# GAA spleen mod – qHTS Assay for Inhibitors and Activators of Human alpha-Glucosidase From Spleen Homogenate; Lysosomal alpha-glucosidase (Homo sapiens), P10253; human spleen homogenate, 4-MU-alpha-glucoside fluorescence; Potency, µM (highest dose often 79.9 µM), for inactives: top-dose activity change, negative = inhibition, actives largely listed as inhibitors; 0.006% of 240,000 active; AID 2112, 2009;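 note: 0% = enzyme with vehicle and -100% = no enzyme basal signal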
#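 Human spleen homogenate (1 ug) with 4-methylumbelliferyl-alpha-D-glucopyranoside (1 mM final) in 50 mM citrate/phosphate pH 5.0, 0.01% Tween-20; 40 min at 37 C. Stopped at pH 10; 4-MU fluorescence Ex 365/Em 440 nm; AC50 by Hill fit.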
# GAA glycogen mod – qHTS Assay for Inhibitors and Activators of Human alpha-Glucosidase Cleavage of Glycogen; recombinant GAA, glycogen substrate, Amplex Red glucose oxidase fluorescence; AID 2100, 2009; 0.38% of 300,000 active; Potency, µM (top dose mostly 76.4 µM), for the others: at the top dose activity change, negative = inhibition, actives largely listed as inhibitors; Lysosomal alpha-glucosidase (Homo sapiens), P10253;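 note: 0% = full enzyme reaction and -100% = no-enzyme basal signal; the screen sought inhibitors and activators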
#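 Recombinant human enzyme (4 nM); glycogen substrate; 37 C, 40 min, pH 5.0. Readout: coupled glucose oxidase/Amplex Red fluorescence.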
# Numbers without * were called inactive; ? = inconclusive; . = not tested or not shown; & = joins results of further samples; [ ] = another dose, or the depositor's remark. Unless noted, calls come from the whole dose curve; as a rule, active = well fitted curve in the direction sought with a large enough effect; inconclusive = small, poorly fitted or top-dose-only effect, or another doubt; inactive = no such curve, though single readings can be large; an effect the other way counts as inactive or inconclusive. Potency is the fitted concentration of half-maximal effect. Only part of the results is shown; rates above refer to the full screens.
SMILES,GAA inhib,aGal spleen mod,ALDH1A1 inh,NPSR antag,Tau fluor counter,Epigenetic reg,GAA spleen mod,GAA glycogen mod
CCOc1ccccc1OCCNC1CCCC1,-1%,13%,?,2%,-5%,0.3%,4%,2%
CCN(CC(=O)NCc1ccc(F)cc1)C(=O)/C=C/c1cccs1,2%,6%,3%,2%,-1%,0.0%,5%,-4%
Cc1ccc(SCc2nnc(NC(=O)c3ccccc3)s2)cc1,-1%,7%,4%,5%[46.1 µM],-1%,6.0%,1%,-14%
COc1ccc(NC2=NCCC(=O)N2Cc2cccs2)cc1,?,-1%,?,-20%[46.1 µM],-6%,3.4%,-5%,-19%
Cc1[nH]nc2c1C(c1ccc(-c3ccccc3C#N)o1)C(C#N)=C(N)O2 (stereo unspecified),1%,4%,11µM*,-2%[46.1 µM],-29%,?,5%,-20%
O=C1CC(N2CCN(C/C=C/c3ccccc3)CC2)C(=O)N1Cc1cccs1 (stereo unspecified),2%,1%,-7%,-16%[46.1 µM],0%,-0.8%,-7%,-2%
COc1ccc(-c2cc(OC)c3c(C)oc(C)c3c(=O)c2)cc1OC,?,8%,11µM*,-13%[46.1 µM],-18%,0.0%,0%,23%
CCN(CC)C(=O)/C=C/c1ccc(OC)c(S(=O)(=O)N2CCCCC2)c1,-3%,-1%,-15%,4%,-2%,0.6%,1%,-3%
COc1ccccc1N1CCN(c2nc3ccccn3c(=O)c2C=O)CC1,2%,8%,8%,21%[46.1 µM],-7%,-3.4%,-7%,0%
CN1CCN(c2nc(-c3ccccc3)nc(-c3ccc(F)cc3)c2C#N)CC1,-5%,-8%,0%,-53%,-17%,-0.4%,-12%,-10%
CCC(C)(C)NC(=O)Cc1ccccc1OC,-3%,7%,7%,-2%[46.1 µM],-5%,3.3%,-4%,-11%
COCCNC(=O)Nc1ccc(F)cc1,2%,-9%,1%,11%,1%,0.1%,-2%,23%

# Nothing new here: an excerpt of the list.
SMILES,GAA inhib,aGal spleen mod,ALDH1A1 inh,NPSR antag,Tau fluor counter,Epigenetic reg,GAA spleen mod,GAA glycogen mod
CCN(CC)C(=O)/C=C/c1ccc(OC)c(S(=O)(=O)N2CCCCC2)c1,-3%,-1%,-15%,4%,-2%,0.6%,1%,-3%
COc1ccccc1N1CCN(c2nc3ccccn3c(=O)c2C=O)CC1,2%,8%,8%,21%[46.1 µM],-7%,-3.4%,-7%,0%
CN1CCN(c2nc(-c3ccccc3)nc(-c3ccc(F)cc3)c2C#N)CC1,-5%,-8%,0%,-53%,-17%,-0.4%,-12%,-10%
CCC(C)(C)NC(=O)Cc1ccccc1OC,-3%,7%,7%,-2%[46.1 µM],-5%,3.3%,-4%,-11%

# (more compounds)
SMILES,GAA inhib,aGal spleen mod,ALDH1A1 inh,NPSR antag,Tau fluor counter,Epigenetic reg,GAA spleen mod,GAA glycogen mod
O=C(NCC(F)(F)F)Nc1cccnc1,2%,3%,7%,-4%[46.1 µM],-1%,-0.8%,-1%,-2%
O=C(c1cccnc1)N1CCc2ccccc2C1,4%,5%,2%,-2%[46.1 µM],-12%,-1.1%,-11%,10%
O=C(CSc1nc(-c2ccco2)cc(C(F)(F)F)n1)Nc1ccc(C(=O)N2CCOCC2)cc1,-3%,1%,-4%,-20%[46.1 µM],-9%,-0.8%,2%,3%
CCCN1C(=O)C2(C(C(=O)c3ccc(C)o3)=C(O)C(=O)N2CCCN2CCOCC2)c2ccccc21 (stereo unspecified),-7%,-6%,10µM*,19%[46.1 µM],-6%,-1.7%,-6%,0%
O=C(COC(=O)c1ccc(S(=O)(=O)NCc2ccco2)cc1)NCCC1=CCCCC1,7%,0%,1%,0%[46.1 µM],-9%,-1.0%,-15%,1%
COc1ccc(NC(=O)c2ccc(CNS(=O)(=O)c3cccc(OC)c3)cc2)cc1,?,4%,18%,-13%[46.1 µM],-12%,3.6%,1%,3%
O=C1CCCC2=C1C(c1cccs1)CC(=O)N2c1ccc(F)cc1 (stereo unspecified),-5%,-21%,3%,11%,-10%,1.3%,-14%,6%
Cc1cc(-c2ccccc2)nc(SCc2ccc(C(=O)O)o2)n1,-6%,-7%,3%,-24%[46.1 µM],5%,0.0%,-9%,-3%
COc1cc(O)c(C(CC(=O)N2CCCC2)c2ccc3c(c2)OCO3)c(OC)c1 (stereo unspecified),.,-8%&-2%,.,-6%,8%,0.0%,-9%&-3%,3%
CCNC(=O)COC(=O)Cc1ccc(Cl)cc1Cl,-4%,-23%,-7%,12%,-5%,1.8%,-3%,2%
Cn1cccc1/C=N/NC(=O)c1ccncc1,-5%,6%,-12%,-15%,-11%,-1.3%,3%,0%
CC1=C(C(=O)NC(C)C)C2(CCC(C)CC2)OC1=O (stereo unspecified),-4%,0%,5%,-4%[46.1 µM],0%,0.0%,-5%,6%
Cc1n[nH]c(=O)nc1N/N=C/c1ccc(O)c([N+](=O)[O-])c1,-5%,2%,?,-26%,-5%,-1.1%,-2%,4%
Cc1ccc(C(=O)NCc2ccccn2)o1,-6%,5%,-11%,9%,7%,-1.3%,6%,7%
Cc1nnc(SCC(=O)N2CCN(c3ccccc3)CC2)n(N)c1=O,-4%,3%,?,15%,-9%,1.0%,8%,-2%
Cc1nnc2sc(SCC(=O)Nc3cccc(Cl)c3)nn2c1=O,-3%,5%,1%,15%,-8%,1.3%,5%,1%
COc1ccc(C2C3=C(CC(C)(C)CC3=O)N(CCN3CCOCC3)C3=C2C(=O)CC(C)(C)C3)cc1,.,20%,.,-17%,-2%,-1.0%,14%,5%
O=c1ccn(Cc2ccccc2)cc1,.,2%,.,-5%,6%,1.5%,0%,3%
Cc1ccccc1NC(=O)CCN1C(=O)CSC1=O,0%,4%,15%,2%,-9%,-1.0%,4%,-4%
O=C(CN1CCCCCC1)N1c2ccccc2C=Cc2ccccc21,-8%,9%,-6%,0%[46.1 µM],-6%,0.1%,1%,-3%
CC(C)C(C(=O)NCc1ccco1)N(CC1CCCO1)C(=O)CNS(=O)(=O)c1ccccc1 (stereo unspecified),-11%,5%,9%,?,-8%,0.0%,3%,-6%
O=C(CSc1n[nH]c(-c2ccccc2)n1)c1ccccc1,2%,5%,?,-18%[46.1 µM],0%,0.3%,-4%,-6%
CC1=C(C(N)=O)C(c2cccnc2)n2nc(-c3cccc(C)c3)nc2N1 (stereo unspecified),8%,10%,?,-16%[46.1 µM],-6%,0.0%,8%,5%
COc1cc(C)c(S(=O)(=O)Nc2ccccc2F)cc1C,?,1%,-2%,-17%[46.1 µM],-9%,1.1%,-4%,-14%
COc1cc(CC(NC(C)=O)C(=O)NC2CCN(c3c4c(nc5ncnn35)CCC4)CC2)cc(OC)c1 (stereo unspecified),9%,-4%,4%,10%,4%,2.7%,2%,14%
CCOC(=O)N1CCN(C(=S)Nc2ccc3nc(N4CCN(CC)CC4)cc(C)c3c2)CC1,9%,5%,?,9%,-19%,1.1%,4%,?
COc1ccc2[nH]cc(CCCN3C(=O)c4ccccc4C3=O)c2c1,2%,-2%,-4%,-10%,?,-1.0%,-3%,2%
COc1ccc(CNS(=O)(=O)c2ccc(F)c(C(=O)Nc3ccc(OC)cc3)c2)cc1,0%,3%,1%,0%,-12%,1.1%,1%,7%
CCOC(=O)c1ccc(NC(=O)Cn2cc3c(n2)CCC(C)C3)cc1 (stereo unspecified),-15%,3%,11%,-13%[46.1 µM],-4%,-0.8%,-3%,7%
O=C(N/N=C\c1ccc(F)cc1)c1ccc(Cn2cc(Br)c([N+](=O)[O-])n2)o1,-1%,6%,?,-7%,8%,1.9%,-9%,-5%
COc1ccc(N(CC(O)Cn2c3ccccc3c3ccccc32)S(=O)(=O)c2ccccc2)cc1 (stereo unspecified),2%,-11%,-9%,?,-29%,-0.9%,-9%,-10%
CC(c1nnc(SCC(=O)N2CC(=O)Nc3ccccc32)n1Cc1ccccc1)N(C)C (stereo unspecified),4%,-4%,-5%,-4%[46.1 µM],-9%,-1.0%,4%,4%
COc1cc(C(O)c2nc3ccccc3s2)cc(OC)c1OC (stereo unspecified),.,3%,.,8%,-1%,-0.1%,-1%,0%
COc1ccccc1NC(=O)c1sc2ncn(Cc3ccccc3C)c(=O)c2c1C,13%,22%,?,-2%[46.1 µM],-8%,2.8%,-6%,1%
FC(F)(F)c1nc(NCC2CCCO2)c2nnn(Cc3ccccc3Cl)c2n1 (stereo unspecified),-2%,-5%,-9%,-42%,0%,-1.6%,-6%,0%
O=C(O)CCCCCNC(=O)c1ccc(C(=O)NCCCCCC(=O)O)cc1,.,7%,.,18%,-6%,0.2%,6%,2%
CCCNC(=O)c1c(Cl)cnn1-c1ccc(C)cc1,.,-6%,0%,0%,-2%,-0.2%,-3%,2%
Cc1cc(-c2ccccc2C(=O)NCc2ccccc2)on1,-3%,4%,2%,-4%[46.1 µM],0%,1.8%,2%,0%
CCn1cc(C(=O)O)c(=O)c2cc(F)c(N3CCN(C(=S)NC(=O)c4ccccc4Cl)CC3)cc21,.,6%,.,-1%,?,-1.5%,-2%,10%
CN1CCN(C2=Nc3ccccc3Oc3ccc(Cl)cc32)CC1,0%&-10%[15.4 µM],-6%,0%,-21%,-12%&-19%&-20%&-10%,-2.9%,-12%,-4%&3%
O=C(CCl)N(c1ccccc1)c1ccccc1,-5%,0%,0.045µM*,?,4%,-1.7%,0%,-1%
CCCCCN(C(=O)NC(=O)NCCCC)S(C)(=O)=O,9%,6%,12%,-3%[46.1 µM],5%,1.5%,-3%,-13%
Cc1ccc(C)c(C(=O)CC2(O)C(=O)N(C)c3ccccc32)c1 (stereo unspecified),-2%,-2%,-6%,-11%[46.1 µM],-13%,-12%,-13%,-5%
CN(C)c1c(N)c(=O)oc2ccccc12,9%,13%,4%,-9%,-12%,-6.3%,8%,?
